M. tuberculosis HTS: M. tuberculosis growth inhibition, HTS (AID 449762); M. tuberculosis H37Rv growth inhibition, 7H9 media; higher % means a stronger effect; inhibition, % at 25 µM; hits with a dose series show IC50 in µM; hit rate 0.59% among 330,000; in the data active means a potency from the dose series; inconclusive means inhibition above about 70% without an active follow-up result;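 further: bacterial growth assessed after seven days of incubation; strong numbers were not always called active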
H1N1 NS1A inhibition: H1N1 influenza NS1A inhibitors, functional cell based assay (AID 504329). NS1A functional cell-based assay, percent inhibition; higher % means a stronger effect. inhibition, % at 12.5 µM; hits with a dose series show IC50 in µM. hit rate 0.3% among 340,000; in the data active means a potency from the dose series; inconclusive means inhibition above about 27% without an active follow-up result; further: strong numbers were not always called active
tuberculosis growth: growth inhibition of non-replicating M. tuberculosis (AID 488890). hit rate 0.39% among 320,000. Mycobacterium tuberculosis non-replicating, growth inhibition; higher % means a stronger effect. inhibition, % at 25 µM; hits with a dose series show IC50 in µM; in the data active means a potency from the dose series; inconclusive means inhibition mostly from about 82% at the one dose, without a potency; inactive means the rest, 99 in 100 with inhibition below about 76%;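 further: plate controls were DMSO cells for no effect and high antibiotic wells for full effect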
PhoP GFP inhibition: PhoP regulon inhibitors, Salmonella typhi PhoP promoter GFP reporter, confirmatory (AID 1850); hit rate 0.33% among 310,000; one-dose inhibition, % at 50 µM; IC50 in µM for titrated hits; Salmonella Typhi PhoP-promoter GFP reporter, fluorescence, 4 h; higher % means a stronger effect; in the data active means a potency from the dose series; inconclusive means inhibition mostly from about 25% at the one dose, without a potency; inactive means the rest, 99 in 100 with inhibition below about 19%;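 further: 0% = induced wells with vehicle and 100% = uninduced wells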
inhibitors of VEEV: inhibitors of VEEV TC-83 cytopathic effect, confirmation, Vero cells (AID 588727) | one-dose inhibition, % at 20 µM; IC50 in µM for titrated hits | hit rate 0.13% among 350,000 | Vero cells, VEEV TC-83 cytopathic effect inhibition; higher % means a stronger effect; in the data active means a potency from the dose series; inconclusive means inhibition mostly from about 14% at the one dose, without a potency; inactive means the rest, 99 in 100 with inhibition below about 12%; further: strong numbers were not always called active
inhibitors of VEEV 10K pilot screen: also measured in inhibitors of VEEV; calls as there; inhibition, %; measured here: 10K pilot screen inhibition
Numbers without * were called inactive; i = inactive; ? = inconclusive; . = no result given.

SMILES | M. tuberculosis HTS | H1N1 NS1A inhibition | tuberculosis growth | PhoP GFP inhibition | inhibitors of VEEV | others
CN(C)S(=O)(=O)c1cc(C(=O)OCCn2cnc3c2c(=O)n(C)c(=O)n3C)ccc1Cl | 3.7% | -2.8% | 2.3% | 3.7% | 1.8%
NC(=O)c1ncn([C@@H]2O[C@H](CNCc3cccc4c3sc3ccccc34)[C@@H](O)[C@H]2O)n1 | . | -14.0% | . | . | i
O=C(O)c1c2c(nc3ccccc13)/C(=C/c1cccc([N+](=O)[O-])c1)CCC2 | 8.7% | 5.3% | -2.0% | 4.6% | 1.7%
CN(C)CCNC(=O)CNC(=S)N(Cc1ccccc1)Cc1ccccc1F | -2.0% | 5.9% | 2.2% | 6.1% | i
CC(=O)Nc1nnc(SCC(=O)NCCOc2ccccc2)s1 | -4.2% | 0.6% | -63.8% | 4.5% | 1.6%
Cn1c(/N=C/c2cccs2)nc2ccccc21 | 0.0% | -3.5% | 1.4% | -6.7% | 1.6%
COc1cccc(N(CC(=O)N2CCc3ccccc3C2)S(C)(=O)=O)c1 | 4.7% | -4.9% | -6.6% | 6.6% | 2.4%
COc1cccc(CN=C2Nc3ccccc3CS2)c1 | 0.8% | -6.4% | 9.2% | 8.3% | 0.5%
CN(C)S(=O)(=O)c1ccc(N=Cc2c(C(F)(F)F)[nH][nH]c2=O)cc1 | -0.6% | -8.9% | -9.3% | -7.0% | 0.4%
Cc1cc(/C=N/n2c(COc3ccccc3)nc3ccccc3c2=O)c(O)c([N+](=O)[O-])c1 | 14.2% | 7.4% | ? | -7.5% | 0.9%
COCCOC(=O)C1=C(C)NC(C)=C(C(=O)OC(C)C)C1c1cccc([N+](=O)[O-])c1 (configuration not stated) | -1.1% | -7.8% | 18.0% | -5.9% | 3.3%
COC(=O)c1cc2oc3ccccc3c2n1Cc1ccccn1 | -0.6% | -17.5% | 9.2% | -0.4% | 5.0%
COc1ccc(/C=C2\SC(=S)N(N3C(=O)CCC3=O)C2=O)cc1O | -7.2% | 10.3% | -8.9% | 1.6% | 1.6%
CC1CCCCC12NC(=O)N(CC(=O)Nc1cccc(S(=O)(=O)N3CCCCC3)c1)C2=O (configuration not stated) | -6.0% | -1.1% | 16.3% | . | 1.9%
COc1ccc2c(c1)c(CC(=O)OCC(N)=O)c(C)n2C(=O)c1ccc(Cl)cc1 | 4.9% | -8.5% | 4.6% | 1.0% | i
CSc1ncccc1C(=O)Nc1ccc2nc(C)sc2c1 | -6.8% | -5.4% | 1.7% | 4.6% | 0.6%
Cc1ccc(OCC(=O)Nc2cc(C(C)(C)C)on2)cc1C | 68.7% | -3.6% | ? | 0.8% | 2.5%
O=C1NC2NC(=O)N(C(Cc3ccccc3)C(=O)O)C2N1 (configuration not stated) | -3.2% | 7.2% | -3.2% | -4.5% | 2.1%
CCOC(=O)C(CC)Sc1nc2c(cnn2-c2ccccc2)c(=O)[nH]1 (configuration not stated) | -0.3% | 4.5% | 31.4% | -2.6% | 1.2%
COc1cc(OC)cc(-n2c3nc4ccccc4nc3c3c(=O)n(CC4CCCO4)cnc32)c1 (configuration not stated) | 1.2% | . | -0.2% | 6.5% | .
Cc1cccc(NC(=O)c2ccc3c(Cl)c4c(nc3c2)CCCC4)n1 | 3.2% | -6.1% | -0.5% | 15.9% | 0.7% | inhibitors of VEEV 10K pilot screen=4.8
CC(=O)Nc1ccc(C=NNC(=O)c2ccc(NS(=O)(=O)c3cccs3)cc2)cc1 | 1.8% | 10.0% | 8.0% | . | 1.6%
CN(Cc1ccc(C#CCCO)cc1)CC1CCCN(CCc2ccc(Cl)cc2)C1 (configuration not stated) | ? | -3.7% | 72.4% | 1.8% | i
CC(C)N1C(=O)CCC1C(=O)NCc1ccco1 (configuration not stated) | -3.6% | -4.6% | -3.0% | 3.1% | 1.1%
CN(Cc1cccs1)C(=O)c1ccc(S(=O)(=O)N2CCCCC2)cc1 | -8.8% | 16.2% | 23.4% | -11.5% | 3.2%
CCOc1ccccc1-n1c(SCC(=O)N2CCOCC2)nnc1-c1ccccn1 | 0.3% | 0.4% | 5.0% | -1.8% | i
COc1cc([N+](=O)[O-])ccc1N1C(=O)CC(Sc2nccc(C)n2)C1=O (configuration not stated) | -2.2% | -5.2% | 2.0% | -0.9% | i
CCOc1cccc(C2c3c(oc4ccccc4c3=O)C(=O)N2c2ccccn2)c1 (configuration not stated) | -3.0% | . | -12.0% | -5.9% | .
Cc1n[nH]c(C)c1S(=O)(=O)Nc1ccc2c(c1)OCCO2 | -5.5% | 2.3% | 5.8% | -1.1% | 0.8%
CCC(Oc1ccccc1)C(=O)Nc1ccccc1C(=O)N1CCOCC1 (configuration not stated) | -4.5% | -8.0% | -14.9% | -7.7% | 7.5%
CC1CCN(S(=O)(=O)c2ccc(C(=O)Nc3ccccn3)cc2)CC1 | 2.4% | -11.2% | 7.4% | 8.4% | 2.6%
CCOC(=O)C(O)(c1ccc(N(CC)C(=O)OC)cc1)C(F)(F)F (configuration not stated) | 2.0% | 6.8% | -7.8% | -1.7% | 3.5%
Cc1ccc(-n2nc(C)c3c(C)c(CCC(=O)NCCCOC(C)C)c(C)nc32)cc1 | 8.9% | 2.9% | 4.9% | 3.7% | i
CN1/C(=C\C(=O)COC(=O)c2ccc(O)c(O)c2)C(C)(C)c2ccccc21 | 25.0% | . | 11.4% | -2.1% | .
Cc1cccc(OCC(=O)O/N=C(\N)c2ccc(Cl)cc2)c1 | -9.9% | -7.6% | 13.2% | -10.0% | 3.1%
COc1ccc(OCC(=O)NC(=S)NNC(=O)COc2ccc(Br)cc2Cl)cc1 | 68.2% | 1.7% | -15.7% | 0.0% | 1.2%
CSc1nnc(C)c(=O)[nH]1 | -2.3% | -2.9% | -1.2% | -1.8% | 1.9%
COc1ccc(S(=O)(=O)NC2CCSc3ccccc32)cc1NC(C)=O (configuration not stated) | 5.2% | 5.2% | 9.6% | 7.2% | 1.9%
COc1ccc(CC(=O)NCc2n[nH]c(=S)n2-c2cccc(C)c2)cc1 | -5.3% | -7.2% | -18.9% | 9.0% | 1.4%
Cc1ccc(SCC(=O)NCc2cccnc2)cc1 | 3.4% | -5.4% | 21.9% | -10.0% | i

Arranged by formula weight (largest number first): some entries from above
SMILES | M. tuberculosis HTS | H1N1 NS1A inhibition | tuberculosis growth | PhoP GFP inhibition | inhibitors of VEEV | others
CCOc1ccccc1-n1c(SCC(=O)N2CCOCC2)nnc1-c1ccccn1 | 0.3% | 0.4% | 5.0% | -1.8% | i
COc1ccc(S(=O)(=O)NC2CCSc3ccccc32)cc1NC(C)=O (configuration not stated) | 5.2% | 5.2% | 9.6% | 7.2% | 1.9%
CN1/C(=C\C(=O)COC(=O)c2ccc(O)c(O)c2)C(C)(C)c2ccccc21 | 25.0% | . | 11.4% | -2.1% | .

Carrying on:
SMILES | M. tuberculosis HTS | H1N1 NS1A inhibition | tuberculosis growth | PhoP GFP inhibition | inhibitors of VEEV | others
Cc1ccc(NC(=O)COC(=O)CC2SC(N3CCCC3)=NC2=O)cc1 (configuration not stated) | -4.6% | -13.2% | -5.0% | . | 0.1%
COCCSc1ccccc1C(=O)Nc1ccc(Br)cc1 | 57.6% | -10.0% | 15.3% | 1.1% | 5.9%
COc1cccc(-n2nnc3c(=O)n(Cc4ccc(Br)cc4)cnc32)c1 | -0.4% | -0.8% | 11.8% | 0.1% | 0.5%
CC(=O)Nc1cccc(-c2csc(Nc3cc(C)ccn3)n2)c1 | 5.0% | -3.5% | 8.8% | 6.0% | 4.6%
Cc1ccc2[nH]c(C(=O)N3CCN(C=O)CC3)cc2c1 | -2.6% | -5.3% | -2.5% | 0.0% | 0.8%
Oc1cc(-n2cccn2)c(O)cc1-n1cccn1 | -6.6% | -4.9% | ? | 3.7% | 0.1%
C[N+]1(CCCOC(=O)C2(c3ccccc3)CCCC2)CCOCC1 | -5.5% | 18.2% | 17.6% | 9.6% | i
COc1ccc(S(=O)(=O)N2CCC(C(=O)NCCc3ccccc3)CC2)cc1 | 3.9% | -6.3% | -8.0% | -3.8% | 0.4%
COc1ccc(C2CC(c3ccccc3)Nc3nc(NC(=O)c4ccco4)nn32)cc1 (configuration not stated) | 7.0% | -38.9% | -3.1% | 1.5% | 12.3%
CC1CCCC(C)N1C(=O)CSc1nc2c(c(=O)n(C)c(=O)n2C)n1C (configuration not stated) | 0.2% | 13.6% | 6.8% | 13.3% | 1.8%
COc1cccc2c1OC1(C)CC2N(C(=O)c2ccco2)C(=S)N1c1ccc(F)cc1 (configuration not stated) | 5.6% | 1.5% | 18.9% | -3.3% | 5.5%
O=C(Cn1c(CO)nc2ccccc21)NCc1ccc2c(c1)OCO2 | 3.6% | -1.2% | -3.5% | 0.9% | 9.8%
CCCCC1CCC(C(=O)OCC(=O)N(CCOC)c2c(N)n(Cc3ccccc3)c(=O)[nH]c2=O)CC1 (configuration not stated) | 68.4% | -2.3% | 5.8% | -3.0% | 2.4%
Cc1cccc(/C=N/NC(=O)C2CCCNC2=O)c1 (configuration not stated) | 3.5% | -8.8% | 8.2% | 4.7% | 0.9%
O=C(CCN1C(=O)c2ccccc2C1=O)NC(=S)Nc1cccc(Cl)c1 | -2.8% | 9.8% | 44.0% | 1.5% | 2.9%
COc1ccc(-c2cc(=O)oc3cc(OC(C)C(=O)NCC4CCC(C(=O)O)CC4)ccc23)cc1 (configuration not stated) | -4.1% | 1.7% | 4.5% | -8.8% | 1.2%
CCCCNC(=S)NNC(=O)CCn1cc(C)cn1 | 1.2% | -3.0% | -9.5% | -0.8% | 1.4%
CC(=O)Nc1ccc(NC(=O)CSc2nnc(N)n2-c2ccccc2)cc1 | . | 2.1% | . | . | 0.1%
CC1(C)CC[C@]2(CO)CC[C@]3(C)C(=CCC4[C@@]5(C)CC[C@H](O)[C@@](C)(CO)C5CC[C@]43C)[C@@H]2C1 (some centres not stated) | -0.1% | 0.4% | ? | . | 1.7%
CCc1ccc(-c2cc(C)no2)cc1S(=O)(=O)N1CCN(c2cccc(C)c2C)CC1 | 13.9% | -11.6% | -6.2% | 4.8% | i

Compounds from the list above with a CF3 group:
SMILES | M. tuberculosis HTS | H1N1 NS1A inhibition | tuberculosis growth | PhoP GFP inhibition | inhibitors of VEEV | others
CN(C)S(=O)(=O)c1ccc(N=Cc2c(C(F)(F)F)[nH][nH]c2=O)cc1 | -0.6% | -8.9% | -9.3% | -7.0% | 0.4%
CCOC(=O)C(O)(c1ccc(N(CC)C(=O)OC)cc1)C(F)(F)F (configuration not stated) | 2.0% | 6.8% | -7.8% | -1.7% | 3.5%

(next part)
SMILES | M. tuberculosis HTS | H1N1 NS1A inhibition | tuberculosis growth | PhoP GFP inhibition | inhibitors of VEEV | others
Cc1nn(Cc2c(F)c(F)c(F)c(F)c2F)c(C)c1NC(=O)c1ccc(COc2ccccc2Cl)o1 | 14.8% | -1.4% | 33.5% | 0.3% | i
C/C(=N\NS(=O)(=O)c1ccc(C)cc1)c1ccc(C)o1 | -0.6% | 1.6% | -9.6% | 2.9% | 0.8%
COc1cccc(N2CCN(C(=O)/C=C/c3ccco3)CC2)c1 | 9.0% | -12.6% | 75.9% | -12.9% | 2.1%
COc1cc(C(=O)N2CCN(Cc3ccccn3)CC2)cc(OC)c1OC | 9.3% | -6.6% | -19.8% | -6.0% | i
CCN(Cc1ccccc1)C(=O)c1cccc(S(=O)(=O)N2CCN(c3ccc(F)cc3)CC2)c1 | -6.6% | -0.8% | 17.7% | -3.3% | 4.8%
Cc1c(N2C(=O)/C(=C\c3ccccc3O)SC2=S)c(=O)n(-c2ccccc2)n1C | -6.2% | 1.4% | ? | ? | 7.7%
CCOC(=O)c1csc(NC(=O)COc2ccc(Cl)cc2Cl)n1 | -3.5% | -4.7% | 80.3% | 2.3% | 2.7%
CC1CCCC(C)N1C(=O)c1ccc(S(=O)(=O)NCc2ccco2)cc1 (configuration not stated) | 12.1% | 0.6% | -9.1% | -7.3% | i
O=C(C=Cc1ccccn1)c1ccccc1O | . | -18.2% | . | . | 2.4%
Cc1ncc(C(=O)Nc2ccccc2)[nH]1 | . | -7.5% | . | . | 0.4%
O=[N+]([O-])c1ccc2sc(SCc3nc4ccccn4c3Br)nc2c1 | 12.2% | . | 14.6% | -3.8% | .
CCOC(=O)C(CCCCCOc1ccccc1[N+](=O)[O-])C(=O)OCC | -6.1% | -9.5% | 76.4% | -1.2% | 2.6%
O=C(c1cc(-c2ccccc2)n[nH]1)N1CCc2c([nH]c3ccccc23)C1c1ccccn1 (configuration not stated) | ? | -0.6% | 30.3% | -0.7% | 9.3%
C/C(=N/NC(=O)c1cc(C)[nH]n1)c1ccncc1 | 0.5% | 6.5% | 10.1% | -1.5% | 1.3%
O=C(O)C1CCN(c2ncccn2)CC1 | 2.4% | -6.1% | -46.3% | -1.2% | 2.7%

Assay outcomes deposited in PubChem by Southern Research Specialized Biocontainment Screening Center.
